# Compound activity as filed in PubChem BioAssay.
# Growth percent in the NCI-60 one-dose screen (48 h, 10 µM unless noted): 100 = growth as untreated, 0 = no growth, -100 = all killed.
# MALME-3M: MALME-3M melanoma | AID 1794766 | 5.8% of 78,000 active
# A549/ATCC: A549/ATCC NSCLC | 3.7% of 81,000 active
# HOP-92: HOP-92 NSCLC cells. AID 1794738. 6.3% of 71,000 active
# UACC-257: UACC-257 melanoma; 4.4% of 78,000 active; AID 1794764
# EKVX: EKVX NSCLC. 3% of 71,000 active
# M14: M14 melanoma; 6.2% of 80,000 active
# UACC-62: UACC-62 melanoma; 5.4% of 81,000 active
# HOP-62: HOP-62 NSCLC; 3.9% of 80,000 active; AID 1794735
# An asterisk follows results filed as active; . = no result given; & = joins results of further samples; [ ] = another dose, or the depositor's remark. How the source made its calls: active means growth percent below 10; inactive means the rest.
SMILES,MALME-3M,A549/ATCC,HOP-92,UACC-257,EKVX,M14,UACC-62,HOP-62
Cc1c(C(=O)NCCCC(=O)NO)sc2ncnc(Nc3ccc(NC(=O)Nc4cccc(C(F)(F)F)c4)cc3)c12,117,107,130,107,100,107,99,103
CN(C)[C@@H]1C(=O)C(C(=O)NCN2CCCC2)=C(O)[C@@]2(O)C(=O)C3=C(O)c4c(O)cccc4[C@@](C)(O)[C@H]3C[C@@H]12,119,107,90,107,102,106,97,114
C[C@H]1[C@H](C)CC[C@]2(C(=O)O)CC[C@]3(C)C(=CC[C@@H]4[C@@]5(C)C/C(=C/c6cccnc6)[C@H](O)C(C)(C)[C@@H]5CC[C@]43C)[C@H]12,-24*[100 µM],8.8*[100 µM],-3.1*[100 µM],0.8*[100 µM],16[100 µM],1.7*[100 µM],-70*[100 µM],-29*[100 µM]
Clc1ccc(-c2nnc(COc3ccc(C4=NNC(c5ccccn5)C4)cc3)o2)cc1 (stereo not drawn),102,104,105,101,.,111,103,102
CC(C)CCSc1nc(-c2ccc(F)cc2)c(C#N)c(N2CCCCC2)n1,94,83,.,85,97,99,70,102
CC(=O)Nc1ccc(-c2cn3ccccc3n2)cc1,103,105,101,102,.,100,103,107
COCCOC(=O)C1=C(C)NC(=S)N(C(C)=O)C1c1ccc2c(c1)OCO2 (stereo not drawn),89,99,85,95,94,96,98,88
CCCCCCCCc1ccc(C(=O)Nc2ccc(C)cc2OP(=O)(O)O)cc1,98,92,84,92,93,93,90,89
O=C(CCCCC(=O)N/N=C\c1ccc(Cl)cc1)N/N=C\c1ccc(Cl)cc1,101,94,149,84,107,113,84,105
Oc1ccc(/C=N/c2n[nH]c(-c3ccccc3)n2)c(O)c1O,91,91,92,93,72,79,84,85
COc1cc(/C=C/c2cc(O)c3cc(C(C)=O)c(=O)oc3c2)cc2c1O[C@]1(C)CC[C@@H](O)C(C)(C)[C@H]1C2,25,52,33,36,59,-49*,-12*,50
Cc1nn(-c2ccccc2)c(N2CCOCC2)c1/C=C/C(=O)c1ccccc1,86,83,68,82,79,90,64,86
Cc1ccc2cc3c(N)c4c(C)ccc(C)c4nc3nc2c1,-77*,45,29,-79*,.,-79*,-73*,76
COc1cccc2cc(C(=O)CSc3nc4ccccc4c(=O)n3-c3ccccc3)c(=O)oc12,92,72,61,66,100,82,69,62
CCOC(=O)C1=C(C)N=C2Sc3cc(O)ccc3N2[C@H]1c1ccccn1,102,78,95,.,81,79,46,87
Cn1c(=O)[nH]c(=O)c2nc(CC(=Nc3cccc(C(F)(F)F)c3)c3ccccc3)c(=O)[nH]c21,96,102,87,99,99,97,99,100
CCC(=O)CC1(C(=O)OC)NC(=S)NC(=O)C1C#N (stereo not drawn),97,103,106,108,98,97,98,107
CC(=O)c1cccc(OCCCOc2cccc(C(C)=O)c2)c1,109,107,108,105,100,105,96,116
CCOC(=O)c1c2c(cn1Cc1cc(OC)c(OC)c(OC)c1)-c1oncc1CC2,107,106,102,111,101,111,90,.
C/C=C/c1ccc(OC(C)=O)c(OC)c1,.,94,.,93,106,105,105,113
CC(=O)CC1=CCCCC1,95,83,92,85,96,96,.,78
Cc1nn(-c2ccccc2)c2nc3c(c(-c4ccc(Cl)cc4)c12)CNC1(N3)C(=O)N(Cc2ccccc2)c2ccc(Cl)cc21 (stereo not drawn),80,103,67,120,86,88,94,95
CN1CCN(Cn2nc(-c3cc(Cl)cc(Cl)c3Cl)oc2=S)CC1,101,104,119,78,102,107,100,94
O=C(NN=C1CCCCC1)C(=O)Nc1cccc(C(F)(F)F)c1,99,91,96,99,.,103,93,116
CC(Nc1nc(CNc2ccc(S(N)(=O)=O)cc2)nc2ccccc12)C(=O)O (stereo not drawn),105,100,.,94,.,92,93,108

# 20 entries from above, arranged by length of the SMILES, descending:
SMILES,MALME-3M,A549/ATCC,HOP-92,UACC-257,EKVX,M14,UACC-62,HOP-62
C[C@H]1[C@H](C)CC[C@]2(C(=O)O)CC[C@]3(C)C(=CC[C@@H]4[C@@]5(C)C/C(=C/c6cccnc6)[C@H](O)C(C)(C)[C@@H]5CC[C@]43C)[C@H]12,-24*[100 µM],8.8*[100 µM],-3.1*[100 µM],0.8*[100 µM],16[100 µM],1.7*[100 µM],-70*[100 µM],-29*[100 µM]
CN(C)[C@@H]1C(=O)C(C(=O)NCN2CCCC2)=C(O)[C@@]2(O)C(=O)C3=C(O)c4c(O)cccc4[C@@](C)(O)[C@H]3C[C@@H]12,119,107,90,107,102,106,97,114
COc1cc(/C=C/c2cc(O)c3cc(C(C)=O)c(=O)oc3c2)cc2c1O[C@]1(C)CC[C@@H](O)C(C)(C)[C@H]1C2,25,52,33,36,59,-49*,-12*,50
Cc1nn(-c2ccccc2)c2nc3c(c(-c4ccc(Cl)cc4)c12)CNC1(N3)C(=O)N(Cc2ccccc2)c2ccc(Cl)cc21 (stereo not drawn),80,103,67,120,86,88,94,95
Cc1c(C(=O)NCCCC(=O)NO)sc2ncnc(Nc3ccc(NC(=O)Nc4cccc(C(F)(F)F)c4)cc3)c12,117,107,130,107,100,107,99,103
Cn1c(=O)[nH]c(=O)c2nc(CC(=Nc3cccc(C(F)(F)F)c3)c3ccccc3)c(=O)[nH]c21,96,102,87,99,99,97,99,100
COc1cccc2cc(C(=O)CSc3nc4ccccc4c(=O)n3-c3ccccc3)c(=O)oc12,92,72,61,66,100,82,69,62
Clc1ccc(-c2nnc(COc3ccc(C4=NNC(c5ccccn5)C4)cc3)o2)cc1 (stereo not drawn),102,104,105,101,.,111,103,102
O=C(CCCCC(=O)N/N=C\c1ccc(Cl)cc1)N/N=C\c1ccc(Cl)cc1,101,94,149,84,107,113,84,105
COCCOC(=O)C1=C(C)NC(=S)N(C(C)=O)C1c1ccc2c(c1)OCO2 (stereo not drawn),89,99,85,95,94,96,98,88
Cc1nn(-c2ccccc2)c(N2CCOCC2)c1/C=C/C(=O)c1ccccc1,86,83,68,82,79,90,64,86
CCCCCCCCc1ccc(C(=O)Nc2ccc(C)cc2OP(=O)(O)O)cc1,98,92,84,92,93,93,90,89
CN1CCN(Cn2nc(-c3cc(Cl)cc(Cl)c3Cl)oc2=S)CC1,101,104,119,78,102,107,100,94
Oc1ccc(/C=N/c2n[nH]c(-c3ccccc3)n2)c(O)c1O,91,91,92,93,72,79,84,85
O=C(NN=C1CCCCC1)C(=O)Nc1cccc(C(F)(F)F)c1,99,91,96,99,.,103,93,116
CC(=O)c1cccc(OCCCOc2cccc(C(C)=O)c2)c1,109,107,108,105,100,105,96,116
Cc1ccc2cc3c(N)c4c(C)ccc(C)c4nc3nc2c1,-77*,45,29,-79*,.,-79*,-73*,76
CC(=O)Nc1ccc(-c2cn3ccccc3n2)cc1,103,105,101,102,.,100,103,107
C/C=C/c1ccc(OC(C)=O)c(OC)c1,.,94,.,93,106,105,105,113
CC(=O)CC1=CCCCC1,95,83,92,85,96,96,.,78

# Going on with the list.
SMILES,MALME-3M,A549/ATCC,HOP-92,UACC-257,EKVX,M14,UACC-62,HOP-62
CC(C)Sc1nc(-c2ccc(F)cc2)c(C#N)c(=O)[nH]1,100,.,99,110,97,109,110,103
CC1(C)CC[C@]2(C(=O)N3CCOCC3)CC[C@]3(C)C(=CC[C@@H]4[C@@]5(C)C/C(=C/c6ccncc6)C(=O)C(C)(C)[C@@H]5CC[C@]43C)[C@@H]2C1,-20*,15,-6.7*,15,14,-8.7*,2.9*,20
COc1cc(Cn2c(-c3nonc3N)nc3ccccc32)ccc1C,81,24,40,65,.,14,38,30
Cc1nnc2n(Cc3ccccc3)c(=O)c3c4c(sc3n12)CCCC4,118,103,86,85,111,115,100,95
C=CCNc1n[nH]c(=S)s1,101,107,109,109,111,111,99,108
Cc1cc2oc(/C=C/c3ccc(Cl)cc3)cc(=O)c2c(C)c1Cl,138,111,101,109,114,99,94,93
CCCCCCCCCC1OC(C)CC(C)O1 (stereo not drawn),108,107,85,103,101,100,103,106
CCN(CC)CCC(CN=C(N)N)c1ccccc1 (stereo not drawn),120,73,93,80,92,98,111,87
O=[N+]([O-])c1ccc(Oc2ccccc2-c2ccccc2)c([N+](=O)[O-])c1,96,87,87,97,99,98,.,98
Nc1c(C(=O)Nc2ccccc2)sc2nc3c(cc12)C(=O)CCC3,76,20,.,53,85,1.1*,44,40
CS(=O)(=O)OCC1CCC(COS(C)(=O)=O)O1 (stereo not drawn),103,97,66,104,104,107,104,91
CC(=O)Nc1ccc(NC(=S)Nc2ccc(NC(C)=O)cc2)cc1,80,91,85,92,94,93,87,92
Cc1nc2sc(C(=O)Nc3cccc4cnccc34)c(N)c2cc1C(C)O (stereo not drawn),106,103,95,106,105,99,94,94
COc1ccc(C(O)c2cc3c(N)c(C(=O)Nc4cccc(Cl)c4C)sc3nc2C)cc1 (stereo not drawn),42,10,16,44,35,7.3*,25,16
COc1cc(-c2nc(-c3ccccc3)[nH]c2-c2ccnc(NCCCNS(=O)(=O)c3ccc(C)cc3)n2)ccc1F,100,74,122,100,74,78,98,150
CCN(CC)CCOC1CCCCC1,99,105,.,96,.,105,101,100
CNC1=C([N+](=O)[O-])C(c2cccc(O)c2)C(C#N)=C(c2cccs2)O1 (stereo not drawn),109,106,111,107,104,104,99,98
CCC(=O)c1ccc([N+](=O)[O-])o1,127,97,.,89,106,92,90,108
O=C1CNN=C(Cn2nc(-c3ccccc3)c3ccccc3c2=O)N1,120,90,79,100,102,110,96,.
COC(=O)C(C)n1c(-c2ccc(C)o2)nc2cc3nc4ccccc4nc3cc21 (stereo not drawn),104,103,108,97,98,96,95,95
Cc1ccc(C)c2c(Cl)c3c(C)ccc(C)c3nc12,108,87,91,96,96,98,80,82
COc1ccc(C(=O)COc2ccc(/C=C3/Oc4cc(OC)ccc4C3=O)cc2)cc1,95,83,99,42,91,184,93,111
O=C(Nc1ccc(-n2ccc3c(NC(=O)c4ccccc4)nccc32)cc1)Nc1ccc(Cl)c(Cl)c1,-47*,-76*,-7.0*,-69*,40,-70*,-46*,-58*
NC(=O)C(=O)c1ccccc1,105,.,.,93,.,113,113,128
CCn1c(C)c(C(C)=O)c2c(-c3ccccc3)nc3ccccc3c21,103,103,68,93,.,101,89,102
# (cont.)
SMILES,MALME-3M,A549/ATCC,HOP-92,UACC-257,EKVX,M14,UACC-62,HOP-62
CCn1c(Sc2nn3cc(-c4ccc(Br)cc4)nc3s2)nc2c1c(=O)n(C)c(=O)n2C,111,98,66,109,99,90,88,93
CC(CN(C)C)Oc1ccccc1NC1=C(Cl)C(=O)C(Nc2ccccc2OC(C)CN(C)C)=C(Cl)C1=O (stereo not drawn),-77*,2.0*,-61*,-92*,-72*,-65*,-85*,-98*
C1=C(c2ccccc2)C2CCCCC2C1 (stereo not drawn),150,105,87,.,109,109,117,106
C#COc1cccc(Nc2ncnc3cc(NC(=O)[C@@H](C)Cl)ccc23)c1,38[6.25 µM],6.7*[6.25 µM],58[6.25 µM],37[6.25 µM],37[6.25 µM],10[6.25 µM],25[6.25 µM],7.5*[6.25 µM]
COc1ccc(C2=NN(c3ccccc3)C(c3sc(Cl)nc3Cl)C2)cc1 (stereo not drawn),113,87,85,105,66,109,86,85
O=C(CSc1nc2ccccc2[nH]1)Nc1ccccc1Cl,95,104,79,111,89,104,78,83
O=c1[nH]c(CNc2ccc(F)cc2)nc2sc3c(c12)CCCC3,101,93,78,90,.,107,95,108
O=C(Cn1c(=O)[nH]c2ccccc2c1=O)NCC(=O)NNC(=S)Nc1ccccc1,102,101,95,112,98,98,96,111
CC(C)(C)NCc1cc(O)c(CNC(C)(C)C)cc1O,108,104,109,112,106,104,103,92
COc1ccc(-c2cc(-c3ccc(Cl)cc3)nc(SCCCCCCC(=O)O)n2)cc1OC,119,104,121,113,116,106,91,104
CN1CCN(c2ccc(C(=O)/C=C/c3ccc(OC(F)F)cc3)cc2)CC1,84,40,62,69,80,32,45,96
O=C1c2ccccc2C(=O)C1C(=O)C1CC1,106,88,99,87,106,100,107,106
COc1ccc(C(=O)/C=C/c2ccc(OCc3cccc(C(F)(F)F)c3)c(OC)c2)cc1OC,98,73,79,94,114,85,78,111
Cc1ccc(NC=O)cc1C,121,104,87,99,115,100,95,118
O=C1NC(=O)C2(Cc3cccc4cccc2c34)N1 (stereo not drawn),108,102,83,101,103,101,103,124
NC(=O)c1cnc(Nc2cccc(N)c2)nc1NCCCNC(=O)C1CCC1,80,88,123,107,93,55,70,47
Cc1ccc(NC(=S)NC(=O)c2ccccc2)cc1NC(=S)NC(=O)c1ccccc1,44,78,45,96,81,79,60,63
COc1ccc(/C=C/C(=O)c2nnn(-c3ccc(Br)cc3)c2C)cc1,94,102,87,104,97,95,85,95
O=C(Nc1ccccc1O)c1ccc(CNC(=O)c2ccccc2Nc2ccnc(C(F)(F)F)c2)cc1,51,93,50,59,101,97,51,74
CC(CN=Cc1ccccc1O)N=Cc1ccccc1O (stereo not drawn),110&124,117&107,85,121&88,111&102,102&106,105&107,104&99
CCn1cc(-c2ccnc(NCCCNS(=O)(=O)c3ccccc3)c2)c(-c2cccc(O)c2)n1,79,85,77,105,103,88,86,108
CC1(CCl)C(=O)C=Cc2ccccc21 (stereo not drawn),97,.,71,103,113,106,100,97
